Screening data deposited in PubChem BioAssay by Sanford-Burnham Center for Chemical Genomics.
NALP3 yeast inh: blocks the NALP3 inflammasome reconstituted in yeast. Yeast reconstituted NLRP3/ASC/caspase-1, beta-gal luminescence, 24 h. inhibition, % at 10 µM. 330,000 tested, 0.39% active. AID 2825;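 active = inhibition of 50% or more; inactive = inhibition below 50%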;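 note: plate controls were induced DMSO wells for no effect and uninduced yeast grown without galactose for full effect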
ATG4B inh: ATG4B (human) cysteine protease inhibition. Q9Y4P1. ATG4B cleavage of LC3-PLA2, NBD-HPC fluorescence, 1 h. inhibition, % at 8.33 µM. 340,000 tested, 0.51% active. AID 504462; in the data active = inhibition above about 40%
Target sequence (Q9Y4P1 whole entry, looked up): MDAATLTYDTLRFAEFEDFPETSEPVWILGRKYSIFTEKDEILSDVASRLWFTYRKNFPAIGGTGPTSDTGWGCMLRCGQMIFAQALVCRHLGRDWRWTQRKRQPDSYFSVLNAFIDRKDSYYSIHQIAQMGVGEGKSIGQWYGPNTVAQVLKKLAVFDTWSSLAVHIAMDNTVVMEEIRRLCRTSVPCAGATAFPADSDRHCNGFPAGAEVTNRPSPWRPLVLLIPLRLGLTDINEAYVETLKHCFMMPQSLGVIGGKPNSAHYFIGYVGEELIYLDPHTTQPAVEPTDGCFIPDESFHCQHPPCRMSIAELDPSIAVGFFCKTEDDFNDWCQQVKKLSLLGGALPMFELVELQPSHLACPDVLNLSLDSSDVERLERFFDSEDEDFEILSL
TIM10 inh: growth inhibitors of TIM10 yeast strain | S. cerevisiae TIM10 strain growth, BacTiter-Glo luminescence, 24 h | inhibition, % at 10 µM | 330,000 tested, 1.4% active | AID 463195;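 active = inhibition of 40% or more at the single tested concentration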;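 note: wild-type TIM10 isogenic control strain grown at permissive 25 °C; 0% = DMSO yeast wells and 100% = minimal medium wells without yeast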
mIAP activ: increases mouse intestinal alkaline phosphatase activity; AID 2805; muIAP, CDP-Star luminescence, 30 min; active compounds read high; 1 = vehicle-only enzyme signal, 0 = enzyme-free wells; 330,000 tested, 0.24% active; activation factor at 10 µM;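 active = activation factor of at least 2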; note: the source names both 10 and 20 µM as test concentration; values of inactives mirror those of a sister screen read the other way
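also added = chemiluminescent substrate CDP-Star | test system = mouse IAP enzyme | signal = chemiluminescence readout | compound = DMSO-dissolved test compounds | incubation = 30 min at room temperature | benchmarks = DMSO wells, no-enzyme wells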
Apaf-1 inh: human Apaf-1 inhibition; inhibition, % at 20 µM; AID 489030; 330,000 tested, 0.71% active; O14727; reconstituted apoptosome caspase-3 activity, DEVD-Rh110 fluorescence; active = inhibition of at least 40% at 20 µM;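 note: plate controls were DMSO wells for no effect and DEVD-CHO caspase inhibitor wells for full effect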
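Material: reconstituted apoptosome with Apaf-1, cytochrome c, caspase-9, procaspase-3, dATP / Buffer or medium: pH 7.5 Hepes buffer with CHAPS, BSA, DTT / Also added: cytochrome c with DEVD-Rh110 / Schedule: compound with Apaf-1, dATP, procaspase-3 30 min, then 50 min reaction, room temperature / Technique: rhodamine 110 fluorescence at Ex 480/Em 540 nm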
mIAP block: mouse IAP inhibition; inhibition, % at 10 µM; purified mouse IAP, CDP-Star luminescence, 30 min; 330,000 tested, 0.2% active; AID 2806;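 active = inhibition of at least 40% at 10 µM in the primary screen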;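 note: plate controls were DMSO with enzyme for no effect and no enzyme wells for full effect; values of inactives mirror those of a sister screen read the other way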
hIAP inh: human IAP inhibition | AID 2544 | inhibition, % at 10 µM | purified IAP, CDP-Star luminescence, 30 min | P09923 | 330,000 tested, 0.12% active;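 active = inhibition reaching a set limit with compound at 10 µM in the primary screen, cut at about 35% in these data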;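 note: plate controls were DMSO wells with enzyme for no effect and no-enzyme buffer wells for full effect; values of inactives mirror those of a sister screen read the other way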
Target sequence (P09923 whole entry, looked up): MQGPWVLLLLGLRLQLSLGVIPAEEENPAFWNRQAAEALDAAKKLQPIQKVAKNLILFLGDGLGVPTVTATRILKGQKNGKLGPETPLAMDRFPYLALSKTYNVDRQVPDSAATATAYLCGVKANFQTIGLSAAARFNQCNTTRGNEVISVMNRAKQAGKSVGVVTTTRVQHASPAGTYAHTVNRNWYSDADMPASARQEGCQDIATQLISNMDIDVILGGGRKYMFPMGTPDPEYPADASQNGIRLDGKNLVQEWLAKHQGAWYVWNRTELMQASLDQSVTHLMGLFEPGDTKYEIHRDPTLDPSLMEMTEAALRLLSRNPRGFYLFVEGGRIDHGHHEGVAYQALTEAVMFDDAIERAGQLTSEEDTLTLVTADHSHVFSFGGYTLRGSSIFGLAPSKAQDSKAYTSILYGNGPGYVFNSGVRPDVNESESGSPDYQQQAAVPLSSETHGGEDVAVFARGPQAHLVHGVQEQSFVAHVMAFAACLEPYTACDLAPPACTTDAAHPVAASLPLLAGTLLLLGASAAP
hIAP activ: increases human intestinal alkaline phosphatase activity; P09923; 330,000 tested, 0.16% active; activation factor at 10 µM; AID 2524; purified human IAP, CDP-Star luminescence, 30 min; active compounds read high; 1 = vehicle-only enzyme, 0 = enzyme-free background;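 active = activation factor of the enzyme at least 2-fold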; note: the source names both 10 and 20 µM as test concentration; values of inactives mirror those of a sister screen read the other way
tim10-1 inh: tim10-1 yeast growth inhibition. inhibition, % at 20 µM. S. cerevisiae tim10-1 ts strain growth, BacTiter-Glo, 24 h. 330,000 tested, 2.2% active;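 active = inhibition of at least 40%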;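 note: mutant grown at 25 °C; 0% = DMSO wells with yeast and 100% = wells holding no yeast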
* = called active by the depositor.

SMILES	NALP3 yeast inh	ATG4B inh	TIM10 inh	mIAP activ	Apaf-1 inh	mIAP block	hIAP inh	hIAP activ	tim10-1 inh
CCc1nnc(NS(=O)(=O)c2ccc(NC(=O)/C=C/c3ccccc3Cl)cc2)s1	16	20	4	0.89	18	11	1	0.99	3
COCCNC(=O)c1ccc(-c2csc(C)n2)cc1	13	-4	-1	1	-18	0	-5	1.1	8
Cc1cc(C(=O)N/N=C\C(Br)=C\c2ccccc2)c(C)o1	5	-3	20	0.97	10	3	18	0.82	25
O=C(COC(=O)Cn1cnc2ccccc2c1=O)Nc1ccc2c(c1)OCO2	-3	-5	-6	1	-13	-2	11	0.89	5
CC(=O)c1c(NCc2ccccc2)nc(=O)n(-c2ccccc2)c1C	18	-2	-22	0.97	1	3	-8	1.1	11
O=C(O)c1ccc(/C=N/NC(=O)c2ccc(CN3c4cccc5cccc(c45)S3(=O)=O)cc2)cc1	-6	-6	-9	0.97	4	3	-2	1	16
O=C(/C=C/c1ccccc1O)c1ccco1	18	-7	40	0.78	-7	22	42*	0.58	44*
COc1ccc(N2C(=O)CCC(C(=O)Nc3cccc(C)n3)C2c2ccc(OC)c(OC)c2)cc1 (stereo not given)	13	-11	4	1.1	1	-8	-20	1.2	17
O=C(Nc1nc2c(s1)CCCC2)C1COc2ccccc2O1 (stereo not given)	18	5	20	1	11	0	-8	1.1	25
Cc1ccccc1-n1c(-c2ccoc2C)n[nH]c1=S	28	-8	12	0.95	-4	5	7	0.93	15

Full records, quoted from the list. Order of values: NALP3 yeast inh	ATG4B inh	TIM10 inh	mIAP activ	Apaf-1 inh	mIAP block	hIAP inh	hIAP activ	tim10-1 inh
Entry for O=C(/C=C/c1ccccc1O)c1ccco1 : 18	-7	40	0.78	-7	22	42*	0.58	44*
Entry for COCCNC(=O)c1ccc(-c2csc(C)n2)cc1 : 13	-4	-1	1	-18	0	-5	1.1	8

Remaining list, next part
SMILES	NALP3 yeast inh	ATG4B inh	TIM10 inh	mIAP activ	Apaf-1 inh	mIAP block	hIAP inh	hIAP activ	tim10-1 inh
CC(=O)CCn1cnc([N+](=O)[O-])n1	15	6	-12	1.1	0	-7	3	0.97	1
O=C1NC(Cc2c[nH]c3ccccc23)C(=O)N1Cc1ccc(CN2C(=O)NC(Cc3c[nH]c4ccccc34)C2=O)cc1 (stereo not given)	-7	-17	-7	1	-21	-1	0	1	-3
CCCCC[C@H]1CN(Cc2ccccc2)C(=O)[C@@H]1CC(=O)NCc1ccc(OC)cc1	21	5	8	1.3	21	-26	-34	1.3	35
CCCc1ccc(C(C)NC(=S)NC2CCCCC2)cc1 (stereo not given)	27	7	22	2.3*	11	-130	-63	1.6	29
Cc1cc(C)nc(N2CCCC(C(=O)NNC(=O)c3ccncc3)C2)n1 (stereo not given)	6	-7	-10	0.96	-9	4	-27	1.3	3
C=CCc1cccc2cc(C(=O)O)c(=O)oc12	4	-4	17	0.92	-9	8	14	0.86	1
Cc1ccc(F)c(Cn2cnc3c(cnn3C(C)(C)C)c2=O)c1Cl	16	27	7	1.1	13	-11	-6	1.1	27
COc1ccc(OC)c(/C=C/C(=O)OCC(=O)Nc2cccc(Oc3ccccc3)c2)c1	15	-15	0	0.96	6	4	-21	1.2	19
COc1ccc(/C=C/C(=O)OCC(=O)Nc2ccc3c(c2)OCO3)cc1	18	1	-11	1	-2	0	16	0.84	-14
CCN1C(=O)c2cccc3c(S(=O)(=O)N4CCC(C)CC4)ccc1c23	19	-10	-2	1.2	12	-17	2	0.98	0
CC(C)(C)CN1CCC(Oc2cccc(C(=O)N3CCNC(=O)C3(C)C)c2)CC1	3	12	-4	1	-5	-1	2	0.98	13
Cc1ccccc1C(=O)N=c1ccn(-c2nc3ccccc3nc2NS(=O)(=O)c2ccccc2)cc1	12	-5	10	0.96	21	4	-2	1	-5
COc1ccccc1CNC(=O)c1ccc(CS(=O)Cc2cccc(Cl)c2)o1 (stereo not given)	13	4	0	1	-6	-3	-13	1.1	23
S=C(Nc1ccc(Br)cc1)N1CCCC1	24	6	-5	1.1	1	-10	9	0.91	-3
O=C(CN1CCN(c2ncccn2)CC1)N1CCCc2c1c(=O)oc1ccc(O)cc21	1	-5	-2	0.96	-1	4	18	0.82	8
COC(=O)c1cc(CNC(=O)c2ccccc2Cl)ccc1OC	11	1	-5	0.96	-10	4	-21	1.2	6
COc1ccc(NC(=O)C(NC(C)=O)C(=O)NCc2ccccc2Cl)cc1 (stereo not given)	4	-2	1	1.1	-4	-9	-2	1	-8
Cc1ccc(N2C(=O)C3CCCN3C2=S)cc1Cl (stereo not given)	10	36	-16	0.93	7	7	-1	1	9
O=C1CCCC2=C1C(c1ccccc1)NC(=S)N2 (stereo not given)	4	-4	4	0.94	-5	6	1	0.99	5
CC(=O)C(Sc1nc(N2CCOCC2)nc(N2CCOCC2)n1)C(=O)Nc1ccccc1 (stereo not given)	3	-10	21	1	11	-4	-17	1.2	25
CCOc1ccc(C2CC(c3cccc(OC)c3)n3nc(N)nc3N2)cc1 (stereo not given)	27	3	3	0.96	-5	4	-11	1.1	6
COCc1c(C(=O)OCc2nnc(-c3ccc([N+](=O)[O-])cc3)o2)oc2ccccc12	15	-2	8	0.92	12	8	4	0.96	-4
COc1ccc(C2CC(=O)Oc3cc(O)cc(O)c32)cc1 (stereo not given)	19	-9	2	0.79	-14	21	14	0.86	10
CC(C)(O)[C@@H]1CC(=O)[C@]2(C)[C@H](CC[C@@]3(C)[C@H](c4ccoc4)OC(=O)[C@H]4O[C@]432)[C@@]1(C)/C=C\C(=O)O	7	-7	-3	0.98	-5	2	10	0.9	3
COc1ccccc1OCCCC(=O)Nc1ccc2c(c1)OCCO2	12	-5	-6	1	7	-4	7	0.93	-17
Fc1ccccc1CNCCC(Cc1ccccc1)c1ccc2c(c1)OCO2 (stereo not given)	5	10	10	1	13	0	-8	1.1	47*
O=C(O)c1ccc(OCCOc2ccccc2)cc1	23	3	5	1	-1	-4	5	0.95	-17
CC(CC(=O)Nc1ccc(C(N)=O)cc1)c1ccccc1 (stereo not given)	4	-2	11	1.1	-9	-5	-2	1	-6
Cc1nc(-c2cccc(S(=O)(=O)N3CCCCCC3)c2)cs1	14	4	9	1	8	-3	-11	1.1	19
CN(C(=O)COC(=O)CN1C(=O)C2CC=CCC2C1=O)c1ccccc1 (stereo not given)	16	3	5	0.98	4	2	-8	1.1	11

Pulled by structure from the entries so far, 3 records:
SMILES	NALP3 yeast inh	ATG4B inh	TIM10 inh	mIAP activ	Apaf-1 inh	mIAP block	hIAP inh	hIAP activ	tim10-1 inh
CC(C)(O)[C@@H]1CC(=O)[C@]2(C)[C@H](CC[C@@]3(C)[C@H](c4ccoc4)OC(=O)[C@H]4O[C@]432)[C@@]1(C)/C=C\C(=O)O	7	-7	-3	0.98	-5	2	10	0.9	3
COc1ccc(C2CC(=O)Oc3cc(O)cc(O)c32)cc1 (stereo not given)	19	-9	2	0.79	-14	21	14	0.86	10
COc1ccccc1OCCCC(=O)Nc1ccc2c(c1)OCCO2	12	-5	-6	1	7	-4	7	0.93	-17

(continued)
SMILES	NALP3 yeast inh	ATG4B inh	TIM10 inh	mIAP activ	Apaf-1 inh	mIAP block	hIAP inh	hIAP activ	tim10-1 inh
CN(C)S(=O)(=O)CC12CCC(CC1=O)C2(C)C (stereo not given)	2	-7	-12	1.1	3	-13	-6	1.1	-17
CSc1ccc(NC(=O)NCc2cccnc2)cc1	0	8	3	0.97	-3	3	-2	1	-17
COCc1cc(C)n(CC(=O)NCC2CCCO2)c(=O)c1C#N (stereo not given)	0	4	11	1	-2	-2	2	0.98	-10
COc1ccc(Nc2nnc(-c3ccc(O)cc3)c3ccccc23)cc1	17	0	6	0.98	6	2	11	0.89	9
O=C(Nc1cccc(O)c1)c1c(O)c2ccccc2[nH]c1=O	0	-2	6	0.97	-16	3	5	0.95	-4
COc1cccc(NC(=S)NC2CC(C)(C)NC(C)(C)C2)c1	6	1	-40	0.98	6	2	1	0.99	6
COc1ccccc1N1CCN(CC(=O)c2c(N)n(C)c(=O)n(C)c2=O)CC1	2	-1	7	1.1	0	-5	-8	1.1	11
O=C(O)c1ccc(NC(=S)NC(=O)c2cncc(Br)c2)cc1	22	4	8	0.98	-6	2	21	0.79	11
Cn1c(=O)[nH]c(=O)c2c1nc(SCC(=O)O)n2CCCc1ccccc1	9	-5	-4	1.1	4	-6	13	0.87	14
COc1ccccc1C1N(c2ccc(Cl)cc2)C(=O)C2CCCN21 (stereo not given)	4	-12	-1	1.1	6	-5	9	0.91	6
O=C(NNC(=O)c1ccccc1Cl)c1ccc2c(c1)OCCO2	9	-4	7	0.94	-3	6	0	1	-9
CS(=O)(=O)c1ccc2nc(NC(=O)c3ccccc3)sc2c1	30	2	14	0.94	5	6	23	0.77	23
Cc1ccc(OCC(=O)NCc2cccs2)cc1	10	16	-4	1	2	-2	-5	1	2
O=C1Nc2ccccc2C1(O)C/C(=N/O)c1ccccc1 (stereo not given)	3	10	-1	1	8	0	7	0.93	9
CCOC(=O)C1=C(N)N2C(=O)CSC2=C(C(=O)OC)C1	4	-4	11	0.84	8	16	13	0.87	15
COC(=O)CSc1nnc(CCc2ccccc2)n1C	1	-1	-1	0.98	2	2	-6	1.1	6
COc1ccc(Cl)cc1N(CC(=O)N/N=C/c1ccc(OC(C)C)cc1)S(=O)(=O)c1ccc(C)c([N+](=O)[O-])c1	23	-12	1	0.79	-1	21	-14	1.1	16
Cc1cccc(-n2c(=O)c3c(n4cnnc24)-c2ccccc2CC32CCCCC2)c1	17	4	1	1	7	-1	2	0.98	0
C[C@@H]1CN(S(=O)(=O)c2ccc3c(c2)OCCO3)CCN1S(=O)(=O)c1c(F)cccc1F	5	6	8	0.91	18	9	10	0.9	20
O=C(Cn1cc(C(=O)C2CCCCC2)c2ccccc21)NCC1CCCO1 (stereo not given)	-6	-6	12	1.1	-12	-6	11	0.89	13
Cc1nc2cc(-c3sccc3-n3cccc3)nn2c(C)c1C	14	-4	20	0.94	13	6	2	0.97	46*
O=C1C2=C(SCCS2)C(=O)N1CCCO	18	-2	-3	1	-19	-2	20	0.8	11
COc1ccc(-c2cc(C(=O)N3CCN(c4ccc(F)cc4)CC3)no2)cc1OC	20	-18	26	0.9	28	10	-6	1.1	-6
COc1cccc(OCc2cc(C(=O)N3CCN(C(=O)c4ccco4)CC3)no2)c1	20	-12	98*	0.93	0	7	8	0.92	27
Cn1c2ccccc2c2cc(C(=O)NNS(=O)(=O)c3ccc(F)cc3)sc21	-10	-27	1	1	18	-2	3	0.97	-18
CC(=O)N(C1=C(Cl)C(=O)c2ccccc2C1=O)c1ccc(C(=O)O)cc1	10	7	17	0.97	89*	3	11	0.89	-5
COc1cccc(C2C(C#N)=C(N)N(c3ncn[nH]3)C3=C2C(=O)CCC3)c1 (stereo not given)	-4	6	-26	0.97	-3	3	17	0.83	14
COC(=O)c1sc2ncn(CC(=O)NCCc3ccc(OC)c(OC)c3)c(=O)c2c1C	20	-2	12	1	-5	-1	-8	1.1	-31
COc1ccc(CCN2CC(C(=O)NCC(=O)Nc3ccc(F)c(F)c3)CC2=O)cc1OC (stereo not given)	9	2	-5	1	3	-2	-22	1.2	12
Cc1c(CCC(=O)O)c(=O)oc2cc(OCc3cccc(F)c3)ccc12	3	0	4	0.96	1	4	-7	1.1	10
